Source: PubChem BioAssay (several laboratories)
MgcRacGAP inhibition = MgcRacGAP GTPase-activating activity inhibitors, confirmation, biochemical, ADP Hunter fluorescence; MgcRacGAP-stimulated Rac1 GTP hydrolysis, ADP Hunter fluorescence; higher % means a stronger effect; GST-tagged Rac1 F28L mutant substrate; inhibition, % at 30 µM; hits with a dose series show IC50 in µM; actives 0.6% (n = 340,000); AID 624330;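 active means first-screen hits whose inhibition reached a set limit at any dose in the follow-up dose series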;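 further: fluorescence reports GDP produced by GAP-driven GTP hydrolysis; strong numbers were not always called active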
KOR beta-arrestin-1 = KOR agonists, beta-arrestin recruitment, primary screen, cell-based, luminescence, uHTS (AID 1777); KOR beta-arrestin recruitment, luminescence; higher % means a stronger effect; activation, % at 10 µM, or EC50 in µM where a hit was titrated; actives 0.02% (n = 280,000); in the data active means activation above about 50%, passing the limit was not always enough; further: a part of the inactive calls stands beside numbers as strong as those of hits
GPR55 activation = selective activators of receptor GPR55 – imaging, U2OS cells, beta-arrestin-GFP redistribution, primary screen (AID 1961). U2OS GPR55 beta-arrestin-GFP redistribution imaging; higher % means a stronger effect. activation, % at 10 µM, or EC50 in µM where a hit was titrated. actives 0.048% (n = 290,000);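 active means activation above 40% with more than 50 cells counted in the well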;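 further: U2OS osteosarcoma cells stably expressing GPR55 and beta-arrestin-GFP; plate controls were DMSO negative control for no effect and LPI positive control for full effect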
Large T inhibition = SV40 large T antigen inhibitors, biochemical (AID 1903) | SV40 large T antigen ATPase/helicase inhibition assay; higher % means a stronger effect | inhibition, % at 20 µM; hits with a dose series show IC50 in µM | actives 0.39% (n = 310,000); in the data active means a potency from the dose series; further: strong numbers were not always called active
KOR beta-arrestin-2 = kappa opioid receptor blockers – cell-based, luminescence, uHTS (AID 1778); KOR beta-arrestin recruitment, luminescence, antagonist mode; higher % means a stronger effect; one-dose inhibition, % at 10 µM; IC50 in µM for titrated hits; actives 0.091% (n = 290,000); further: strong numbers were not always called active
HIV peptide binding = inhibitors of HIV fusion peptide binding, primary screen, biochemical, uHTS, fluorescence dequenching (AID 1986); cell-free peptide binding, fluorescence dequenching, 30 min; higher % means a stronger effect; one-dose inhibition, % at 20 µM; IC50 in µM for titrated hits; actives 0.3% (n = 290,000); in the data active means inhibition mostly above about 52%, no sharp cut-off; inactive means mostly below about 76%; further: some results filed as inactive read as strong as hits
GPR55 antagonists = inhibition of LPI-stimulated GPR55 beta-arrestin translocation – imaging, U2OS, beta-arrestin-GFP, LPI agonist, primary screen (AID 2013). U2OS GPR55 beta-arrestin-GFP translocation imaging, LPI antagonism; higher % means a stronger effect. inhibition, % at 10 µM, or IC50 in µM where a hit was titrated. actives 0.13% (n = 290,000);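 active means spots per cell inhibited over 60%, with over 100 cells counted and total cytoplasm intensity under 500,000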;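 further: U2OS cells stably carrying GPR55 and arrestin-GFP stimulated by 5 µM LPI near EC80; imaged beta-arrestin-GFP aggregate spots per cell after agonist stimulation; plate controls were LPI-stimulated DMSO wells for no effect and DMSO wells without LPI for full effect; some results filed as inactive read as strong as hits; confirmed hits need IC50 under 10 µM and bright autofluorescent wells are also inconclusive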
NOD1 NF-kB reporter = inhibition of NOD1-driven NF-kB reporter – cell-based, luminescence, uHTS, primary screen (AID 1578). NOD1-driven NF-kB luciferase reporter cells, luminescence; higher % means a stronger effect. one-dose inhibition, % at 4 µM; EC50 in µM for titrated hits. actives 1% (n = 290,000); in the data active means inhibition mostly above about 36%, no sharp cut-off; inactive means mostly below about 34%;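 further: HEK-293T reporter cells stimulated with the NOD1 agonist gamma-tri-DAP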
HEK293 NOD2/NF-kB = NOD2 signaling inhibitors, cell-based, luminescence, uHTS, HEK293 (AID 1566) | actives 0.63% (n = 290,000) | HEK293 NOD2/NF-kB luciferase reporter, luminescence; higher % means a stronger effect | inhibition, % at 4 µM, or EC50 in µM where a hit was titrated; further: many of its hits are not listed in these tables
* = called active by the depositor; / = no result given; [ ] = dose if it differs, or a comment. Unless noted, no stated cut-off is given here; in the data, active means inhibition above about 50%; inactive means the rest.

SMILES	MgcRacGAP inhibition	KOR beta-arrestin-1	GPR55 activation	Large T inhibition	KOR beta-arrestin-2	HIV peptide binding	GPR55 antagonists	NOD1 NF-kB reporter	HEK293 NOD2/NF-kB
Cc1ccc(NC(=O)COc2ccc(N3CC(C(N)=O)CC3=O)cc2)c(C)c1 (stereo not drawn)	7%	-3.3%	-0.1%	0%	-25%	1.4%	3%	-30%	14%
S=c1[nH]nc(-c2ccccn2)n1/N=C/c1ccccc1	23%	0.4%	-0.2%	19%	-19%	-1.9%	-2%	-5%	12%
COc1ccc(CNC(=O)c2cnc3scc(C)n3c2=O)cc1	11%	-0.1%	-0.1%	3%	31%	-0.3%	-4%	-25%	-5%
CN(Cc1c(F)cccc1Cl)C(=O)C1CC(=O)N(CCc2ccccc2)C1 (stereo not drawn)	7%	-0.6%	-0.5%	9%	4%	-0.2%	12%	-6%	3%
C=CC12C=CC=CN1C(C(=O)OC)=C(C(=O)OC)C(C(=O)OC)=C2C(=O)OC (stereo not drawn)	10%	2.7%	-0.2%	8%	-9%	1.1%	-3%	-18%	-7%
Nc1nnc(SCC(=O)OCC(=O)c2ccccc2Br)s1	8%	-1.7%	0.4%	-3%	-1%	1.7%	12%	-18%	17%
COc1cc(C(=O)Nc2ccccc2C(=O)NCc2cccnc2)cc(OC)c1OC	-2%	0.0%	0.0%	8%	-5%	11%	0%	0%	-5%
N=c1oc2ccccc2cc1C(=O)Nc1ccccc1	-2%	-2.3%	-0.1%	6%	21%	-1.4%	18%	-32%	-121%
CCCOC(=O)Nc1ccc(N2CCCCC2)cc1	13%	0.2%	-0.2%	25%	-51%	-1.1%	-24%	-31%	-109%
O=C(Nc1c2c(nn1-c1ccc(Cl)cc1)CS(=O)(=O)C2)c1ccccc1	7%	-0.6%	0.0%	11%	-1%	0.6%	25%	-16%	2%
Cc1nn(S(=O)(=O)c2ccc(C(C)(C)C)cc2)c(C)c1S(=O)(=O)N1CCOCC1	4%	-2.1%	-0.3%	0%	-9%	-1.0%	4%	-23%	12%
Cc1ccc(C(=O)Nc2ccc(N3CCN(C)CC3)nc2)cc1	7%	4.3%	0.0%	8%	4%	6.5%	0%	-51%	-5%
O=C(Nc1cc(S(=O)(=O)N2CCOCC2)ccc1O)c1ccc(NS(=O)(=O)c2ccc(Cl)s2)cc1	7%	6.3%	0.3%	10%	-8%	50%	6%	-27%	10%
O=C1CN(C(=O)OCc2ccccc2)c2ccccc2N1	7%	3.6%	-0.2%	12%	7%	-0.7%	-5%	-34%	-46%
CN(C1CCCCC1)S(=O)(=O)c1ccc(NC(=S)NC(=O)c2cccs2)cc1	9%	6.6%	0.2%	0%	-37%	3.8%	19%	32%	32%
O=C(CCCN1C(=O)c2ccccc2C1=O)Nc1ccc2c(c1)OCCO2	8%	-2.7%	0.1%	4%	-1%	0.0%	10%	-6%	-18%
Cc1ccc(S(=O)(=O)NC(=O)Nc2c(C)cccc2C)cc1	4%	4.1%	-0.1%	6%	-25%	-0.8%	-10%	-26%	-8%
O=C(/C=C/c1ccccc1[N+](=O)[O-])OC1CCCCC1=O (stereo not drawn)	7%	-11%	0.3%	-4%	4%	-1.4%	9%	-24%	6%
COc1ccc(C2NC(=O)NC(C)=C2C(=O)OCC2CCCCC2)cc1OC (stereo not drawn)	6%	0.4%	-0.1%	8%	-17%	-1.2%	-5%	-9%	-5%
CCc1ccc(/C(C)=N/NC(=O)CNC(=O)/C=C/c2ccccc2OC)cc1	6%	-1.5%	-0.4%	11%	-4%	-0.5%	18%	-15%	13%

Molecules from the list above with a thiophene ring, fused or not, in the order listed:
SMILES	MgcRacGAP inhibition	KOR beta-arrestin-1	GPR55 activation	Large T inhibition	KOR beta-arrestin-2	HIV peptide binding	GPR55 antagonists	NOD1 NF-kB reporter	HEK293 NOD2/NF-kB
O=C(Nc1cc(S(=O)(=O)N2CCOCC2)ccc1O)c1ccc(NS(=O)(=O)c2ccc(Cl)s2)cc1	7%	6.3%	0.3%	10%	-8%	50%	6%	-27%	10%
CN(C1CCCCC1)S(=O)(=O)c1ccc(NC(=S)NC(=O)c2cccs2)cc1	9%	6.6%	0.2%	0%	-37%	3.8%	19%	32%	32%

The listing picks up, starting three compounds before the break.
SMILES	MgcRacGAP inhibition	KOR beta-arrestin-1	GPR55 activation	Large T inhibition	KOR beta-arrestin-2	HIV peptide binding	GPR55 antagonists	NOD1 NF-kB reporter	HEK293 NOD2/NF-kB
O=C(/C=C/c1ccccc1[N+](=O)[O-])OC1CCCCC1=O (stereo not drawn)	7%	-11%	0.3%	-4%	4%	-1.4%	9%	-24%	6%
COc1ccc(C2NC(=O)NC(C)=C2C(=O)OCC2CCCCC2)cc1OC (stereo not drawn)	6%	0.4%	-0.1%	8%	-17%	-1.2%	-5%	-9%	-5%
CCc1ccc(/C(C)=N/NC(=O)CNC(=O)/C=C/c2ccccc2OC)cc1	6%	-1.5%	-0.4%	11%	-4%	-0.5%	18%	-15%	13%
O=c1c2ccccc2cnn1Cc1n[nH]c(=S)n1C1CC2CCC1C2 (stereo not drawn)	6%	-0.2%	0.4%	11%	-27%	1.8%	-2%	5%	9%
Cc1ccc(OCC(=O)Oc2cccc(C)c2C)cc1	-5%	-2.2%	-0.2%	21%	-2%[20 µM]	0.7%	0%	32%	16%
O=C(c1ccc2c(c1)OCO2)C1CCCN(C(=O)C2CCOCC2)C1 (stereo not drawn)	6%	-0.4%	-0.2%	0%	-11%	-0.3%	4%	20%	-4%
Cc1ccc2c(C)cc(=S)[nH]c2c1	0%	1.2%	-0.4%	-11%	2%	0.3%	8%	-41%	12%
CCOC(=O)c1ccc(NC(=O)CN2CCN(c3ccccc3)CC2)cc1	3%	-3.1%	0.3%	3%	-8%	0.3%	5%	-12%	6%
Cc1ccc(CC2CC(=O)N(c3nc4ccccc4s3)C2=O)cc1 (stereo not drawn)	7%	-1.4%	-0.2%	2%	-2%	1.4%	6%	-10%	-9%
COc1ccc2[nH]c(=O)c(CNc3ccccc3C)cc2c1	12%	-2.7%	0.4%	36%	13%	2.9%	-15%	-11%	-88%
CC(C)(C)CC(=O)NC(=S)NCc1ccccc1	-3%	-7.0%	0.3%	8%	12%	0.5%	5%	-32%	11%
COC(=O)[C@@H](NC(=O)NC(C)CCc1ccccc1)C(C)C (stereo partly drawn)	4%	8.0%	-0.1%	4%	-21%	0.9%	6%	-1%	-3%
COc1ccc(N(CC(=O)Nc2cccc(C)c2)S(=O)(=O)c2ccc(C)cc2)cc1OC	11%	1.3%	-0.1%	14%	2%	4.3%	4%	-16%	10%
O=S(=O)(NCc1cc(-c2ccccc2)no1)c1ccccc1	7%	-14%	0.1%	4%	-13%	-1.6%	2%	-1%	8%
Cc1cc(NC(=O)CCNS(=O)(=O)c2cc(Br)cnc2N)ccc1Br	2%	2.0%	-0.1%	11%	-7%	0.9%	5%	12%	7%
Clc1ccc(-c2cc(COc3ccccc3)no2)cc1Cl	1%	-0.4%	-0.1%	7%	19%	4.2%	9%	-9%	-24%
COc1ccc(/C=C/C(=O)NCC2COc3ccccc3O2)c(OC)c1 (stereo not drawn)	5%	-0.1%	0.6%	6%	-20%	-0.8%	-11%	4%	-28%
CCCCNC(=O)NNC(=O)COc1cccc(C)c1C	6%	-1.8%	0.1%	4%	0%	-0.2%	5%	16%	3%
COc1ccccc1C1C=C(c2ccc(Cl)cc2)Nc2nc(NS(C)(=O)=O)nn21 (stereo not drawn)	/	-2.2%	0.2%	12%	16%	8.8%	10%	-10%	11%
Cc1ccc(NC(=O)c2ccc3nc(N4CCOCC4)sc3c2)c(Cl)c1	4%	-2.5%	0.3%	/	-21%[20 µM]	1.6%	8%	-29%	6%
O=c1[nH]c(/C=C/c2cccnc2)c([N+](=O)[O-])c(=O)[nH]1	-2%	-3.0%	0.7%	10%	14%	-2.4%	-10%	-31%	6%
CC(=O)c1cn(CC(=O)Nc2ccc(C)c(C)c2)c2ccccc12	3%	0.4%	0.1%	3%	-30%	0.7%	-22%	-34%	23%
CCNS(=O)(=O)c1ccc(NC(=O)c2c(-c3ccccc3)noc2C)cc1	5%	-1.9%	0.0%	5%	-3%	-0.2%	9%	-18%	5%

Brought forward from above: two entries; new compounds follow.
SMILES	MgcRacGAP inhibition	KOR beta-arrestin-1	GPR55 activation	Large T inhibition	KOR beta-arrestin-2	HIV peptide binding	GPR55 antagonists	NOD1 NF-kB reporter	HEK293 NOD2/NF-kB
CC(=O)c1cn(CC(=O)Nc2ccc(C)c(C)c2)c2ccccc12	3%	0.4%	0.1%	3%	-30%	0.7%	-22%	-34%	23%
CCNS(=O)(=O)c1ccc(NC(=O)c2c(-c3ccccc3)noc2C)cc1	5%	-1.9%	0.0%	5%	-3%	-0.2%	9%	-18%	5%
Cc1ccc(NC(=O)N2CCCCC2)cc1NC(=O)N1CCCCC1	9%	0.8%	-0.1%	8%	-1%	0.6%	4%	1%	5%
S=C(NCc1ccccc1Cl)Nc1ccccc1Cl	12%	-3.3%	0.2%	6%	-19%[20 µM]	1.1%	-8%	-17%	-7%
O=C(CSc1ncnc2scc(-c3ccc(F)cc3)c12)c1ccc2c(c1)OCCO2	-2%	0.0%	-0.3%	1%	27%	2.2%	13%	27%	46%
COC(=O)[C@@H](NC(=O)NC1CCN(Cc2ccccc2)CC1)C(C)C	14%	-11%	0.3%	-1%	23%	-1.5%	1%	-9%	7%
O=C(O)CC(NC(=O)CCc1ccccc1)c1ccc(Cl)cc1 (stereo not drawn)	2%	-4.3%	-0.1%	2%	3%	1.2%	9%	-7%	3%
CC(C)c1ccc(OCC(=O)Nc2cccc(C(=O)Nc3ccccc3C(=O)O)c2)cc1	10%	4.4%	-0.1%	8%	-115%[20 µM]	17µM*	18%	-5%	22%
Clc1nc(Cl)nc(NCCC2=CCCCC2)n1	-2%	-0.3%	-0.5%	-12%	-6%	-0.7%	-1%	-17%	12%
Cc1nn(-c2ccccc2)c2sc(C(=O)OCC(=O)N3CCCCC3)cc12	11%	-12%	-0.2%	/	-16%	-1.1%	-6%	-25%	14%
COc1ccccc1C(=O)NNC1=C(C(=O)C(F)(F)F)CCC1	9%	6.7%	0.0%	0%	0%	-2.0%	4%	12%	10%
CCn1c(SCC(=O)N2CCC(C)CC2)nnc1-c1ccco1	0%	-2.2%	-0.2%	5%	2%	-0.9%	-4%	-25%	10%
CCOc1ccc(C2c3c(oc4cc(C)c(C)cc4c3=O)C(=O)N2CCCN(C)C)cc1OC (stereo not drawn)	10%	-5.6%	-0.1%	2%	10%	-1.4%	2%	-16%	-11%
CCN(CCS(=O)(=O)c1ccc(Cl)cc1)C(=O)Nc1ccccc1	/	8.0%	-0.1%	6%	-12%	-0.8%	6%	0%	-10%
COc1ccccc1NC(=O)C1=C(C)NC(=O)NC1c1cccs1 (stereo not drawn)	/	-3.7%	0.9%	8%	0%	3.9%	11%	-16%	8%

This is a subset; the hit share may differ from the screen's.
